Assay outcomes (PubChem BioAssay)
H9c2 protect = modulators protecting cardiomyocytes from myocardial damage; H9c2 cardiomyocytes, H2O2 injury protection, ATPLite, 2 h; 0.63% of 360,000 active; protection from H2O2 cell death, % at 20 µM;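 active = compounds giving at least 50% protection of heart cells from peroxide-induced death in the single-dose screen, raw or plate-pattern-corrected value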;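 also: 0% = DMSO wells with peroxide and 100% = DMSO wells without peroxide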
PDI turbidity = PDI (human) enzyme inhibition. P07237. PDI insulin aggregation turbidity, A650, 90 min. inhibition, % at 10 µM. 0.052% of 350,000 active. AID 588391;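 active = mean inhibition across replicates of 30% or more, whatever share of single replicates reach that level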;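 also: absorbance from insulin aggregation driven by PDI reduction with DTT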
Target sequence (P07237 whole entry, looked up): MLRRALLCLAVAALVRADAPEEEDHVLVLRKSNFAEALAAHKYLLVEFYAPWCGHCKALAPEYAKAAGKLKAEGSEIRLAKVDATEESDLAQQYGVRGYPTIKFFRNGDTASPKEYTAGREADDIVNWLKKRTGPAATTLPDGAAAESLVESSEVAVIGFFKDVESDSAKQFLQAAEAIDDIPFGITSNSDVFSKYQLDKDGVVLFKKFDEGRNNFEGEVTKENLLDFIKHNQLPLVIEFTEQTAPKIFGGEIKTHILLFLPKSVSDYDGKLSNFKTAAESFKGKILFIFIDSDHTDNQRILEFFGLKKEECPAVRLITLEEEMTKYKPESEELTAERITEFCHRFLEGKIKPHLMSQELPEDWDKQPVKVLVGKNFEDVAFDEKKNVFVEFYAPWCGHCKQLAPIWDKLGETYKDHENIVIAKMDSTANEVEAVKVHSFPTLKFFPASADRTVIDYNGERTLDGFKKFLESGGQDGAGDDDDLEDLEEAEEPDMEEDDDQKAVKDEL
hiPSC survival = increases survival of single human iPS cells; hiPSC single-cell survival, ATPlite luminescence; 100% = ROCK inhibitor wells, 0% = DMSO; survival enhancement, % at 20 µM; 0.044% of 360,000 active; in the data active = survival enhancement above about 18%;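 also: cells exposed to compounds for 16 hours before the ATP read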
Shn3 3UTR inh = Schnurri-3 reporter inhibition in Clone20 osteoblasts; Clone20 osteoblast Shn3 3'UTR firefly luciferase, 24 h; inhibition, % at 12.5 µM; 0.52% of 360,000 active; AID 588674;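 active = mean inhibition of at least 75% with every replicate also reaching 75%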;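 also: 0% = median of neutral control wells and 100% = pilot-screen positive control compound; some compounds past the cut are filed as inactive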
NR2E3 ag-1 = activates human photoreceptor nuclear receptor NR2E3. GST-NR2E3/biotin-RetCOR TR-FRET, 1536-well. inhibition of corepressor binding, % at 4.78 µM. 0.12% of 320,000 active. AID 2300;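 active = percent inhibition above the cutoff of mean plus 3 SD of all tested compounds, set per screening campaign, cut at about 20% in these data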;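 also: 0% = DMSO wells and 100% = biotin wells as full block of FRET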
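Test system: GST-NR2E3 and biotin-RetCOR proteins | Quantity: 1.35 nM GST-tagged NR2E3 final | Medium: Tris pH 7.5 | Also added: 7 nM biotin-RetCOR | Dosing: Compound at 4.8 µM, single dose | Timing: 5 h at 4 °C | Detection: Time-resolved FRET | Read-out basis: Percent inhibition | Benchmarks: Biotin wells as high control, 0.6% DMSO wells as low control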
CaV13 FRET inh = Primary screen for inhibitors of IQ motif and Ca2+-dependent inactivation inhibitor domain binding in CACNA1D, Förster resonance energy transfer in living cells, … | inhibition, % at 12.3 µM | 0.098% of 340,000 active | HEK cells, CFP/YFP FRET ICDI-IQ, plate reader, 10 min; percent FRET-ratio fall versus neutral wells;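 active = mean replicate inhibition of at least 30% and at least 1% of replicates passing that level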;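 also: 0% = median of the neutral control wells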
HTR2A ag = agonists of mouse serotonin 5-HT2A receptor (HTR2A); P35363; CHO-K1 mHTR2A beta-arrestin complementation, luminescence; percent of 30 µM serotonin response; activation, % at 7.6 µM; 0.66% of 360,000 active; AID 624169;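 active = activation above a run cutoff, the mean activation of all tested compounds plus 3 SD, cut at about 14% in these data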;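 also: 0% = plate median of compound wells and 100% = 30 µM serotonin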
Target sequence (P35363 whole entry, looked up): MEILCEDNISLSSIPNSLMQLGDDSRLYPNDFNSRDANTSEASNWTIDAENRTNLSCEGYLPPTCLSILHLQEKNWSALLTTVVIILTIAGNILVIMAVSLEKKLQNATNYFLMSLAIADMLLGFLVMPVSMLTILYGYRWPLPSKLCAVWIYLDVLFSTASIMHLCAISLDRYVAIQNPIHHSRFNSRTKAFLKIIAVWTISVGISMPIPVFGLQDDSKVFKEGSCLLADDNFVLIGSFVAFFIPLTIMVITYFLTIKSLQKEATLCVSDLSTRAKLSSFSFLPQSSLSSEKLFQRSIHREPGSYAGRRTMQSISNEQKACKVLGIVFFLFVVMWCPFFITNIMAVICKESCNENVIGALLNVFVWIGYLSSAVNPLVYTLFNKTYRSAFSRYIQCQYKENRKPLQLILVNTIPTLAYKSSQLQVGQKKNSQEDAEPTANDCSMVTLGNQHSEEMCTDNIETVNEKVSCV
HIF-2a inh = inhibitors of HIF-2a | inhibition, % at 18.8 µM | 0.72% of 360,000 active | 786-0 RCC cells HIF-2a reporter, luciferase luminescence, overnight;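 active = inhibition of the luminescence signal of 40% or more relative to plate controls, in a single-dose primary screen at 18.75 µM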
TRPM1 prom inh = MITF TRPM1 promoter inhibition in SK-MEL-5 cells | SK-MEL-5 TRPM1 promoter luciferase, 24 h | inhibition, % at 12.5 µM | 0.83% of 330,000 active;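 active = mean inhibition across replicates of 60% or more, whatever share of single replicates reaches that level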; also: values of inactives mirror those of a sister screen read the other way
Peg3 promoter = Peg3 promoter activity inhibition; HeLa PEG-Prom luciferase reporter, luminescence, overnight; inhibition, % at 20 µM; 1.7% of 360,000 active;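 active = inhibition of at least 50% at 20 µM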
NR2E3 ag-2 = human photoreceptor-specific nuclear receptor agonism | 0.35% of 360,000 active | inhibition of corepressor binding, % at 3.98 µM | Q9Y5X4 | AID 602229 | CHO-S Gal4-NCOR/VP16-NR2E3 two-hybrid, luciferase;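 active = inhibition above the mean of all tested compounds plus 3 SD, cut at about 70% in these data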;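 also: 0% = DMSO with NR2E3 transfected cells and 100% = cells lacking NR2E3 construct; higher means lower luciferase signal from less NR2E3 corepressor binding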
* marks the source's active call; other numbers are inactive results; · = not tested or not shown.

SMILES | H9c2 protect | PDI turbidity | hiPSC survival | Shn3 3UTR inh | NR2E3 ag-1 | CaV13 FRET inh | HTR2A ag | HIF-2a inh | TRPM1 prom inh | Peg3 promoter | NR2E3 ag-2
CCn1c(SCC(=O)NC2CCCCC2)nnc1C(CO)NC(=O)c1ccccc1 (centres undefined) | -1 | -7 | -0.4 | -7 | 3 | -2 | -3 | 3 | 13 | 0 | 0
O=C/C(=C\Nc1ccc(Br)cc1)c1nc2ccccc2o1 | -23 | -7 | -1.5 | -18 | 4 | -5 | 0 | -17 | -1 | -22 | -37
Cc1ccc(S(=O)(=O)Oc2ccccc2/C=C2/SC(=O)NC2=O)cc1 | -12 | 13 | -0.6 | 11 | -5 | -1 | -4 | 15 | 16 | 20 | -7
O=C(CSc1nc2cc(Cl)ccc2o1)NC1CC1 | 12 | -1 | 0.0 | -2 | · | -3 | 0 | -41 | -15 | -11 | 0
Cc1nn(CC(=O)OC(C)C(=O)Nc2ccccc2[N+](=O)[O-])c(C)c1[N+](=O)[O-] (centres undefined) | 4 | -24 | 3.3 | 0 | -4 | -5 | 1 | 13 | 7 | 8 | 5
O=C(NCCNC(=O)C(F)(F)F)c1ccncc1 | -1 | 3 | -0.5 | -19 | -3 | -4 | 1 | 10 | 10 | 15 | -13
CCc1ccc(/C=C2\C(=N)N3N=C(CC(=O)N4CCCCC4)SC3=NC2=O)cc1 | -3 | -5 | -0.3 | -6 | 0 | -7 | -4 | 7 | 8 | -18 | 31
O=C(COc1cccc2ccccc12)NNC(=O)C1CCCO1 (centres undefined) | 8 | 3 | -2.4 | 2 | 3 | -4 | -1 | 23 | 13 | 10 | 45
CCc1nnc(NC(=O)c2ccc(-c3ccc(F)cc3)o2)s1 | 4 | -6 | 2.7 | 0 | 3 | 9 | 0 | -14 | -2 | -57 | 4
CCNc1nc(NCC)nc(SCCOC(=O)Nc2ccc(Cl)cc2Cl)n1 | -14 | 9 | -1.0 | -20 | -2 | -1 | -1 | 9 | 1 | 11 | -18
CCOC(=O)c1sc2ncnc(N3CCN(CC)CC3)c2c1C | -2 | 9 | -0.1 | -3 | 2 | 1 | -3 | -7 | -11 | 6 | -9
O=C(Nc1ccc(Oc2ccccc2)cc1)c1csc([C@H]2C[C@H](O)[C@@H](CO)O2)n1 | -33 | 7 | -0.9 | 80 | · | -4 | -5 | -19 | · | -4 | 48
Cc1c(Cl)cccc1NS(=O)(=O)c1ccc(-c2ccc(=O)[nH]n2)o1 | -2 | -11 | -0.4 | -3 | 3 | -3 | 2 | 10 | 9 | 18 | -10
Cc1ccc(S(=O)(=O)CCC(=O)OCc2cc(C)ccc2C)cc1 | 3 | 2 | 0.4 | -8 | 1 | · | -2 | -6 | -6 | -2 | -6
CC(C)N1CC(C(=O)Nc2ccc(Cl)c([N+](=O)[O-])c2)CC1=O (centres undefined) | 3 | -16 | -0.5 | -10 | -2 | -19 | -7 | 13 | 8 | 10 | 13
Cc1ccc(NC(=O)CO/N=C/c2ccc(N(C)C)cc2)cc1 | -3 | -4 | -0.8 | -4 | 2 | -5 | 5 | 2 | -24 | -5 | -5
COc1cc(C(=O)OC2CC3CCC2(C)C3(C)C)ccc1OC(C)=O (centres undefined) | -3 | · | 2.3 | -29 | 1 | · | -2 | -129 | -29 | -147 | -18
CC(C)(C)c1cc(-c2nc(N)nc(N)n2)c(O)c(C(C)(C)C)c1 | -6 | -5 | 2.8 | 72 | 2 | -9 | 0 | 8 | · | 28 | 11
Cc1ccc(NC(=O)C2CCCN(c3ncnc4c3nc3n4CCCCC3)C2)cc1Cl (centres undefined) | -3 | 1 | -0.3 | 26 | 2 | -8 | -2 | 10 | 7 | 30 | -22
COc1ccc(/C=N/N=C2/NC(=O)C(CC(=O)NC(N)=O)S2)cc1 (centres undefined) | -1 | -3 | -0.4 | 1 | -1 | 7 | 0 | 14 | 14 | 0 | -20
Cc1ccccc1Cn1nc(C)c(NC(=O)/C=C/c2cnn(C)c2)c1C | 9 | -8 | -1.4 | 7 | 3 | -5 | 7 | 19 | 9 | 10 | 12
OC(CNc1ccccc1)COc1ccc(OCC(O)CNc2ccccc2)cc1 (centres undefined) | -20 | -7 | 0.2 | 61 | -1 | -1 | 0 | 10 | 6 | 32 | 13
COc1cccc(-c2cccc(-c3nc(C(=O)NCCCN4CCOCC4)cc4c3[C@H](CCO)N(S(=O)C(C)(C)C)C4)c2)c1 (some centres undefined) | 26 | · | -1.5 | 16 | · | -5 | 1 | 15 | · | 32 | 1
COC(=O)c1sc(NC(=O)C2CCCO2)c(C(=O)OC)c1C (centres undefined) | -2 | 20 | -3.2 | 6 | 1 | -1 | 1 | 0 | -15 | 2 | -7
CC(=O)c1c(C)[nH]c(C(=O)Nc2ccc(C)cc2Br)c1C | 10 | -1 | -0.7 | -127 | 1 | -2 | -4 | -213 | -77 | -341 | -138
CCOC(=O)N1CCN(c2c(NCCN3CCN(c4ccccc4F)CC3)c(=O)c2=O)CC1 | 4 | -2 | 0.2 | 9 | 3 | 5 | 5 | 15 | -7 | 17 | -14
Cc1ccc(S(=O)(=O)N2CCOCC2)cc1NC(=O)CSc1nc(N)cc(=O)[nH]1 | 7 | -1 | -0.1 | -3 | 4 | -13 | 4 | 20 | 12 | 6 | -22
Cc1ccc(S(=O)(=O)N2CCC(=O)N(CCOC(=O)Nc3cccc(Cl)c3)CC2)cc1 | -9 | -2 | 3.6 | -4 | 0 | -5 | 6 | -58 | -22 | -30 | -1
CCC(C)(C(=O)Nc1ccc2c(c1)OCCO2)N(C(C)=O)c1ccc(C(N)=O)cc1 (centres undefined) | 5 | 0 | -3.8 | 11 | -1 | -3 | 1 | 8 | 0 | -5 | 11
Cc1ccc(CN2CCC[C@]3(N[C@H](c4ccc(C)cc4)[C@@H]4C(=O)N(Cc5ccccc5)C(=O)[C@@H]43)C2=O)cc1 | 0 | -2 | -1.2 | 14 | · | -4 | -6 | 4 | · | 16 | -7
O=C(Cc1ccc(Br)cc1)N/N=C/c1ccc(-c2cccc(C(=O)O)c2)o1 | -5 | -1 | -0.7 | -26 | 1 | -4 | 6 | 11 | -5 | -6 | -40
CC1=CC2=NC(=O)/C(=C\c3cccn3CCOc3cc(C)ccc3C)C(=N)N2O1 | -3 | -8 | -0.4 | -7 | 4 | -5 | -3 | 22 | 3 | 36 | 0
COC(=O)c1ccc2c(=O)n(CCO)c(=S)[nH]c2c1 | -2 | 0 | -1.8 | -11 | 1 | -11 | -3 | 4 | 16 | 9 | -26
Cc1cc(C(F)(F)F)nn1CC(=O)NNC(=S)NCC(C)C | 3 | 0 | 1.4 | 5 | 2 | -9 | 4 | 10 | 1 | -1 | 13
CC(=O)Nc1ccc(NC(=O)CSc2ccc(-c3cccs3)nn2)cc1 | -4 | 1 | -0.3 | -15 | 8 | 5 | 1 | -1 | -10 | -9 | -7
O=[N+]([O-])c1ccc(CN2CC(N3CCCC3)CS2(=O)=O)cc1 (centres undefined) | -11 | 2 | 4.6 | 19 | · | -4 | 0 | 8 | · | -8 | 0
CCCCNS(=O)(=O)c1ccc2c(c1)oc(=O)n2CC(=O)OCC | 5 | -24 | 1.1 | 6 | -2 | -5 | -7 | 13 | · | 10 | -2
CCc1ccccc1OCC(=O)Nc1ccc(C)c(S(=O)(=O)N2CCCCCC2)c1 | -9 | -6 | -0.3 | 28 | 1 | -2 | -3 | -16 | -3 | 21 | 13
Cc1[nH]c2ccccc2c1Cc1nnc(SCCC#N)o1 | 2 | 0 | -0.9 | 2 | 1 | -4 | -4 | 19 | 5 | 3 | 2
COC(=O)C(Cc1ccc(O)cc1)NC(=O)C1CCN(S(=O)(=O)c2ccc(C)cc2)CC1 (centres undefined) | 2 | 10 | 0.2 | 12 | 3 | -3 | 1 | 11 | -5 | 1 | -5
COc1ccc(S(=O)(=O)NCCCCCC(=O)NCCCN2CCOCC2)cc1 | 4 | -1 | 11 | 7 | 7 | -2 | -2 | 14 | -4 | 6 | -14
NCCN=C1NS(=O)(=O)c2ccccc21 | 2 | -4 | -1.8 | -10 | 4 | -8 | 1 | -2 | -5 | 5 | 1
NC(=O)CS(=O)(=O)c1nc2ccccc2n1CC(=O)N1CCCCC1 | 2 | 3 | 2.8 | -2 | 1 | -4 | 2 | 12 | 6 | 3 | -16
CCOCC(O)CNC(=O)c1ccc2nc(Cc3ccc(OC)c(OC)c3)oc2c1 (centres undefined) | 2 | 3 | -0.5 | 17 | 7 | -6 | -1 | 6 | -11 | 4 | 6
O=c1cc2c(nn1Cc1c(Cl)cccc1Cl)-c1ccccc1CC2 | -6 | -2 | -0.8 | 12 | 1 | -6 | -5 | 13 | 12 | -1 | -37
CC(C)CNS(=O)(=O)c1ccc(CCC(=O)NCCc2ccccc2)cc1 | 7 | 3 | 0.7 | 6 | 0 | -21 | -3 | 9 | 10 | 18 | 0
COC(=O)c1c(C(=O)OC)c2n(c1C)CCS2 | 0 | 8 | 1.3 | -13 | 1 | -4 | 0 | 21 | 2 | 1 | -7
O=C(Oc1ccc(-n2cnnn2)cc1)c1ccco1 | 14 | -4 | 2.2 | -4 | 5 | -5 | 3 | -2 | -27 | -4 | -13
O=C(NCCC(=O)N1CCN(c2ncccn2)CC1)c1ccccc1Cl | 6 | 0 | -3.2 | -8 | 0 | -1 | 1 | -8 | -10 | 11 | -38
N#Cc1cc(N2CCCCC2)c([N+](=O)[O-])cc1C#N | 9 | 3 | 0.3 | 6 | 6 | 3 | 5 | 4 | -2 | 8 | 6
OCCN1CCN(Cc2cc(Cl)c3cccnc3c2O)CC1 | 24 | 1 | 3.3 | 16 | 0 | -8 | -3 | 7 | 8 | 17 | -31
COC(=O)c1ccccc1NC(=O)C1CCCN(S(C)(=O)=O)C1 (centres undefined) | 3 | 4 | -2.1 | 10 | 0 | -9 | 6 | -19 | -4 | 7 | -2
Cc1cc(-n2nc(C)cc2C)nc(NS(=O)(=O)c2ccccc2)n1 | 3 | -10 | -2.8 | -18 | 5 | -7 | 0 | 6 | -5 | 18 | -19
Nn1c(SCC(=O)N2CCCC2)nnc1-c1cccs1 | 6 | -11 | 11 | -39 | · | 33* | 3 | -30 | · | -26 | 9
COc1ccc(C(CNC(=O)c2cccc(S(=O)(=O)N3CCCc4ccccc43)c2)N(C)C)cc1 (centres undefined) | 15 | -11 | -4.2 | 15 | · | -5 | -13 | -41 | -19 | 12 | 15

One compound at a time, from the list above. Order of values: H9c2 protect | PDI turbidity | hiPSC survival | Shn3 3UTR inh | NR2E3 ag-1 | CaV13 FRET inh | HTR2A ag | HIF-2a inh | TRPM1 prom inh | Peg3 promoter | NR2E3 ag-2
Profile of `COc1ccc(S(=O)(=O)NCCCCCC(=O)NCCCN2CCOCC2)cc1` : 4 | -1 | 11 | 7 | 7 | -2 | -2 | 14 | -4 | 6 | -14
Profile of `Cc1ccccc1Cn1nc(C)c(NC(=O)/C=C/c2cnn(C)c2)c1C` : 9 | -8 | -1.4 | 7 | 3 | -5 | 7 | 19 | 9 | 10 | 12
